# Epigenetic mod: epigenetic GFP locus derepression in mouse cells; AID 597; Potency, µM (titrated, usually from 46.1 µM), for the others: at the top dose GFP derepression (activation); 68,000 tested, 0.09% active; mouse C127i GFP locus derepression, cytometry, 30 h; note: % of control where 0% means no effect
#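 Murine C127i mammary cells carrying a silenced, stably integrated CMV-driven GFP reporter were treated with compound for 30 hours at 37 C. After PBS washes, GFP-positive cells were counted by laser-scanning microplate cytometry.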
# Ub-GFP proteasome: proteasome inhibitors stabilizing ubiquitin-GFP reporter. Ubiquitin-GFP reporter cells, proteasome inhibition, GFP fluorescence; response scale: untreated = 0%, 10 µM MG-132 = 100%. 67,000 tested, under 10 active. Potency, µM (highest dose often 45.9 µM), without a hit: at the top dose activation (GFP accumulation), most hits filed as activators; active = well fitted activation curve with a large enough effect, not every such curve was filed as active; inconclusive = small, poorly fitted or top-dose-only effect, or another doubt; inactive = no such curve, though single readings can be large or run the other way; note: potency is the fitted concentration of half-maximal effect
#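 Proteasome blockade was scored as a rise in GFP-expressing U2OS cells carrying a ubiquitin(G76V)-GFP construct, imaged after 4 hr compound treatment at 37 °C across a 46 uM–2.9 nM series.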
# HBB splice mod: hemoglobin beta splicing modulation | 65,000 tested, 0.06% active | Potency, µM (top dose mostly 46.1 µM), inactives show at the highest dose activation, usual class: activators | HBB splicing reporter cell assay, activation; EGFP reporter with mutant IVS2-654 intron; response scale: normalised to 500 nM splice-correcting PNA | AID 925; note: potency is the fitted concentration of half-maximal effect; 0% is about no effect
#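 Compounds were applied for 2 days to HeLa EGFP-654 cells, 500/well in Optimem with 2% FCS. The reporter's EGFP is disrupted by mis-splicing of beta-globin intron IVS2-654. Readout: summed well GFP fluorescence from 488 nm laser scanning; reference was 500 nM antisense […] 654 PNA.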
# FLuc inh: blocks Photinus pyralis firefly luciferase activity; P08659; Potency, µM (top dose mostly 57.1 µM), without a hit: top-dose activity change, negative = inhibition, actives largely listed as inhibitors; AID 411; purified firefly luciferase, luminescence, 8 min; 72,000 tested, 2.2% active; note: potency is the fitted concentration of half-maximal effect; % is set by controls: 0 for no effect and ±100 for the full control effect; nearly all actives have a fitted effect of over 40% in size
# Target sequence (P08659 whole entry, looked up): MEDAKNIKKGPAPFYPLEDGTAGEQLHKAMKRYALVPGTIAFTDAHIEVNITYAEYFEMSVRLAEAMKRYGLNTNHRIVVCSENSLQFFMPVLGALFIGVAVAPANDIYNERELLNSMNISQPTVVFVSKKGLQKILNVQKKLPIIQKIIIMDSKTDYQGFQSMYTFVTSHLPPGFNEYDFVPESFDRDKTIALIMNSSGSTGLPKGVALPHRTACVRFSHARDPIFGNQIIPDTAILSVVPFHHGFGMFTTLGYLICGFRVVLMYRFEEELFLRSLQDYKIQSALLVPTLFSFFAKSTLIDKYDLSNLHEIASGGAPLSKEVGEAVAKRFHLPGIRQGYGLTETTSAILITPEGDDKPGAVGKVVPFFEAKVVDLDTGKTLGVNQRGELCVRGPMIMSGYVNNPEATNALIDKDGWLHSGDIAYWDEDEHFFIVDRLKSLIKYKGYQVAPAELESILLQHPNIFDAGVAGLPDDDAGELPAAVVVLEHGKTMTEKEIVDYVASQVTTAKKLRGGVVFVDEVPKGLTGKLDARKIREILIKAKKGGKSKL
#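 Substrate buffer containing 10 uM ATP (pH 7.2 imidazole, Mg2+, KCl, detergent, BSA) is dispensed, compound pinned in, then luciferase/luciferin detector mix added. After 8 min at ambient temperature, light output is measured.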
# 4MU fluor: compound fluoresces in the 4-MU spectral region; 59,000 tested, 11% active; compound autofluorescence, 340/450 nm, 4-MU equivalents; stronger effect = higher value; max dye-equivalent concentration, M; AID 589; in the data active = max dye-equivalent concentration above about 10 nM; inconclusive = mostly about 1.1 nM to 9.6 nM
#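 Intrinsic fluorescence at 340/450 nm (ex/em) was read after 15 min at room temperature in pH 8.0, 100 mM Tris. Each compound concentration expressed as 4-MU-equivalent concentration from a six-point 4-MU standard series on each plate.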
# A350 autofl: compound fluoresces in the Alexa 350 spectral region. Compound autofluorescence, 340/450 nm, Alexa 350 dye-equivalents; stronger effect = higher value. max dye-equivalent concentration, M. 59,000 tested, 11% active. AID 590; in the data active = max dye-equivalent concentration above about 10 nM; inconclusive = mostly about 1.1 nM to 9.6 nM
# ERK AVP inh: blocks ERK signaling stimulated by vasopressin | HEK293-V1b, vasopressin-stimulated pERK AlphaScreen | Potency, µM (top dose mostly 57.5 µM), for inactives: at the highest dose activity, negative = inhibition, hits mostly inhibitors | 72,000 tested, 0.99% active | AID 995; note: potency is the fitted concentration of half-maximal effect; % is set by controls: 0 for no effect and ±100 for the full control effect; nearly all actives have a fitted effect of over 55% in size
#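 HEK293 cells stably expressing V1b receptor, preincubated 30 min at 37 °C with compound, then stimulated 5 min with 25 nM vasopressin. Phospho-ERK by AlphaScreen SureFire after 5 h RT; normalized to DMSO and vasopressin; AC50 by Hill fit.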
# CRE Fsk mod: modulators of forskolin-stimulated CRE signaling in CHO cells | Potency, µM (doses to about 38.2 µM), without a hit: at the top dose activity change, negative = inhibition, most hits filed as activators | CHO CRE-bla reporter (cAMP response element driving beta-lactamase), forskolin EC10, beta-lactamase ratio | 71,000 tested, 2.5% active; active = well fitted activation curve with a large enough effect in the signal ratio, with a control signal flat, not every such curve was filed as active; inconclusive = small, poorly fitted or top-dose-only effect, or effect the other way, or a change in a side signal; the % refers to the signal ratio; note: potency is the fitted concentration of half-maximal effect; % of control where 0% means no effect
#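 CHO CRE-bla cells, overnight plating in Opti-MEM with 0.5% dialyzed FBS; cpd titration + EC10 NKH 477, 3 h 37 °C; CCF4 2 h RT; ex 405/em 460 vs 530 ratio → %Activity, AC50.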
# Texas Red fluor: compounds fluorescent in Texas Red spectral region. Compound fluorescence, Texas Red channel, 547/618 nm; stronger effect = higher value. max dye-equivalent concentration, M. 59,000 tested, 0.06% active. AID 587; in the data active = max dye-equivalent concentration above about 10 nM; inconclusive = between about 1.1 nM and that limit
#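 qHTS profiling of intrinsic compound fluorescence; 100 mM Tris pH 8.0; 15 min RT; ex 547 / em 618 nm; response expressed as Texas Red dye-equivalent concentration from six-point plate standard.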
# Fluorescein autfl: fluorescein region autofluorescence; Compound autofluorescence, 480/540 nm, fluorescein-equivalent; stronger effect = higher value; max fluorescein-equivalent concentration, M; 59,000 tested, 0.91% active; in the data active = max fluorescein-equivalent concentration above about 10 nM; inconclusive = between about 1.1 nM and that limit
#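 Values reflect compound autofluorescence, normalized to fluorescein on the same plate and reported at each tested concentration. Conditions: 100 mM Tris pH 8.0, room temperature, 15 min, excitation 480 nm, emission 540 nm.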
# Hsp90 Hop PPI: changes Hsp90-Hop TPR2A binding signal, up or down; Potency, µM (top dose mostly 57 µM), without a hit: top-dose activity change, negative = inhibition; 71,000 tested, 0.44% active; AlphaScreen TPR2A-His6 binding biotin-Hsp90 C-terminal peptide; active = well fitted curve in either direction with a large enough effect; inconclusive = small, poorly fitted or top-dose-only effect, or another doubt; note: potency is the fitted concentration of half-maximal effect; % is set by controls: 0 for no effect and ±100 for the full control effect; many of its hits are not listed in these tables
# The depositor's hits bear a star; i = inactive; ? = inconclusive; . = no result given; [ ] = remark or other dose. Unless noted, calls come from the whole dose curve; as a rule, active = well fitted curve in the direction sought with a large enough effect; inconclusive = small, poorly fitted or top-dose-only effect, or another doubt; inactive = no such curve, though single readings can be large; an effect the other way counts as inactive or inconclusive. Only part of the results is shown, so the mix of outcomes need not match the whole.
canonical_smiles | Epigenetic mod | Ub-GFP proteasome | HBB splice mod | FLuc inh | 4MU fluor | A350 autofl | ERK AVP inh | CRE Fsk mod | Texas Red fluor | Fluorescein autfl | Hsp90 Hop PPI
CCCc1cc(=O)[nH]c(/N=C(/NC(=O)C(C)N2C(=O)c3ccccc3C2=O)Nc2ccccc2)n1 (stereo unspecified) | 0% | -9% | -0.7% | 1% | i | i | -21% | 7% | i | ? | -1%
Cn1c(CCN2CCOCC2)nc2cc(NC(=O)COc3ccc(Cl)cc3)ccc21 | 3% | -2% | -0.2% | 4% | i | i | -10% | 0% | i | i | -9%
O=C(Nc1ccc(F)cc1F)c1ccc(COc2c(F)c(F)cc(F)c2F)o1 | 2% | -3% | -0.3% | 2% | i | i | -4% | 2% | i | i | 6%
CCN(CC(=O)Nc1ccc2c(c1)OCCO2)Cc1cc(=O)oc2cc(C)c(C)cc12 | -1% | -8% | -0.1% | 0% | i | i | 10% | ? | i | i | -2%
Cc1ccc2cccc(S(=O)(=O)n3nc(C)cc3C)c2n1 | 0% | -3% | -0.3% | 2% | i | i | 13% | -1% | i | i | ?
O=C(NCCN1CCOCC1)c1ccc(CS(=O)(=O)c2ccc(Br)cc2)o1 | 0% | 9% | -0.6% | 2% | . | . | 42% | -2% | . | . | ?
C=CCOC(=O)Nc1c(C(=O)OC)[nH]c2ccccc12 | -4% | . | 1.1%[0.369 µM] | -1% | i | ? | ? | 0% | i | i | -4%
CCOC(=O)COc1cc2c3c(c(=O)oc2cc1C)CCCC3 | 3% | -14% | 0.2% | 4% | ? | 1e-08M* | -2% | ? | ? | ? | 0%
CCCN(CCC)C[C@@H]1CCCCN1CCNC(=O)N1c2ccccc2C(=O)Nc2cccnc21 | -1% | -2% | . | 1% | . | . | 8% | -6% | . | . | -4%
COc1ccc(S(=O)(=O)Cc2ccc(C(=O)NCCCN(C)c3ccccc3)o2)cc1 | -2% | 14% | 0.9%[1.84 µM] | 0% | i | i | -4% | ? | ? | i | -5%
CCOCCCNS(=O)(=O)Cc1ccccc1 | 0% | 5% | -0.1% | 0% | i | i | -5% | -1% | ? | i | -2%
O=C(O)CCC(=O)Nc1ccc(C(=O)OC2CCCCC2)cc1 | 0% | 15% | 0.6% | -21% | . | . | -13% | 1% | . | . | 0%
CC[C@H](C)[C@H](N)C1=N[C@H](C(=O)N[C@@H](CC(C)C)C(=O)N[C@@H](CCC(=O)O)C(=O)N[C@@H](C(=O)N[C@H]2CCCCNC(=O)[C@@H](CC(N)=O)NC(=O)[C@@H](CC(=O)O)NC(=O)[C@@H](Cc3cnc[nH]3)NC(=O)[C@@H](Cc3ccccc3)NC(=O)[C@@H]([C@@H](C)CC)NC(=O)[C@@H](CCCN)NC2=O)[C@@H](C)CC)CS1 | 0%[20.6 µM] | -1%[20.5 µM] | 1.3%[20.6 µM] | 3%[25.5 µM] | i | i | 12%[25.7 µM] | -2%[17.1 µM] | i | ? | -5%[26 µM]
COc1ccc(S(=O)(=O)N2CCC(C(=O)NCc3ccccn3)CC2)cc1Cl | 0% | 1% | 0.0% | 2% | i | ? | 2% | -4% | ? | ? | -4%
COc1ccc(S(=O)(=O)Nc2nnc(C)s2)cc1 | -2% | 2%[9.17 µM] | -0.1%[0.0738 µM] | -1% | . | . | -16% | -2%[7.6 µM] | . | . | -1%[11 µM]
Cc1ccc(CCNC(=O)c2nnn(-c3cc(C)cc(C)c3)c2N)cc1 | -3% | -12% | 0.1% | 1% | i | i | ? | ? | i | i | 7%
Cn1c(=O)n(CCCOc2ccc(Cl)cc2)c2ccccc21 | 3% | 9% | -1.5% | -7% | i | i | -1% | 8% | i | i | -1%
CN(C)c1cccc(C(=O)OCC(=O)NCC2CCCO2)c1 (stereo unspecified) | 1% | -5% | -0.1%[57.5 µM] | 3% | i | i | -13% | 1% | i | ? | -3%
CC(C)Nc1oc(-c2cccc3ccccc23)nc1C#N | 5% | . | -0.8%[0.369 µM] | 20µM* | 8.9e-07M* | 1.3e-06M* | -29% | 13µM* | i | i | -1%
COc1ccc(-c2nc3cnc(OCc4ccccc4)nc3n(CCC#N)c2=O)cc1 | -2%[9.22 µM] | 2% | 1.2% | 0%[11.4 µM] | 2.2e-08M* | 2.8e-08M* | 8% | ? | i | i | -2%

# Some values from the list:
# CN(C)c1cccc(C(=O)OCC(=O)NCC2CCCO2)c1 (stereo unspecified) | HBB splice mod: -0.1%[57.5 µM]
# CCOCCCNS(=O)(=O)Cc1ccccc1 | HBB splice mod: -0.1%

# Following part
canonical_smiles | Epigenetic mod | Ub-GFP proteasome | HBB splice mod | FLuc inh | 4MU fluor | A350 autofl | ERK AVP inh | CRE Fsk mod | Texas Red fluor | Fluorescein autfl | Hsp90 Hop PPI
O=C(CN(C(=O)CCC(=O)Nc1nccs1)c1ccc2c(c1)OCCO2)NCc1ccco1 | 0% | -3% | -0.3%[57.5 µM] | 5% | i | i | -15% | 4% | i | i | -5%
COc1ccc(NC(=O)c2cccc(-n3cnnn3)c2)cc1 | 0% | -2% | 0.1%[57.5 µM] | -5% | i | i | -3% | -7% | ? | i | -2%
CN1CCN(Cc2c(O)ccc3c(=O)c(Oc4ccccc4Cl)c(C(F)(F)F)oc23)CC1 | . | 13% | 0.8% | 2% | . | . | -8% | -8% | . | . | -3%[2.3 µM]
Cc1ccc(N2CC(c3nc4ccccc4n3C)CC2=O)cc1C (stereo unspecified) | . | -5% | -0.1% | 3% | . | . | . | ? | . | . | -2%
CCN(CC)c1ccc(C(=O)OCC(=O)N2CCN(c3ccccc3)CC2)cc1 | -1% | -3% | 0.3%[57.5 µM] | 2% | i | i | -13% | -7% | i | i | -1%
COc1cccc(Oc2cn[nH]c2-c2ccc(OC)cc2O)c1 | 0% | 3% | 3.8%[0.369 µM] | 2% | i | i | ? | ? | i | i | -5%
O=C(O)[C@@H]1CCCN1c1ncnc2sc3c(c12)CCC3 | -2% | . | 2.9%[0.369 µM] | 4% | i | ? | -21% | -1% | i | i | 0%
CCCn1c(=O)c(Cc2ccccc2)c(O)c2ccccc21 | 0% | . | 1.6%[0.369 µM] | 0% | i | i | -4% | 5% | ? | ? | -4%
Cc1c(/C(O)=C2\C(=O)C(=O)N(CCN(C)C)C2c2cccnc2)cnn1-c1ccccc1 (stereo unspecified) | 4%[20.6 µM] | . | . | 1%[25.5 µM] | ? | ? | . | . | ? | i | .
COc1cc2[nH]c(=O)n(CCC(=O)NC3CCN(Cc4ccccc4)CC3)c(=O)c2cc1OC | 0% | 1% | 0.1% | 0% | ? | ? | 16% | -2% | i | i | -3%
CCOC(=O)CSc1cc(=O)n(C)c2cc(Cl)ccc12 | 9% | -13% | -0.4% | -6% | i | ? | 14% | 10% | ? | i | 1%
C=C(C)COc1ccc(-c2nc(N)ncc2Oc2ccccc2OCC)c(O)c1 | 4% | 1% | -0.8% | 3% | i | i | -7% | 3% | i | i | -5%
O=C(CCSc1ccc(Cl)cc1)N1CCN(c2ncccn2)CC1 | 2% | -2% | -0.2%[57.5 µM] | -3% | i | i | -25% | 5% | i | i | 3%
O=S(=O)(c1cc(Cl)ccc1Cl)N1CCN(Cc2ccc3c(c2)OCO3)CC1 | . | 11% | -0.5% | 2% | . | . | . | -2% | . | . | 9%
CS(=O)(=O)N1CCCC(C(=O)NC2CCCCCCC2)C1 (stereo unspecified) | 0% | 0% | -0.1% | 2% | i | i | 9% | -6% | i | ? | -7%
COCC(C)n1c(C)cc(C(=O)Cn2c(=O)oc3ccccc32)c1C (stereo unspecified) | 0% | 1% | 0.1%[57.5 µM] | -8% | i | i | 6% | -4% | i | ? | -1%
CC(C)NC(=O)N1CCC2(CC1)CCN(C(=O)c1cc(C(F)(F)F)cc(C(F)(F)F)c1)CC2 | 0%[9.22 µM] | -4% | 5.5% | 2%[11.4 µM] | i | i | 3% | 0% | i | i | 2%
CCCC(=O)C1=C(c2ccccc2)C(C#N)(C#N)C(C#N)=C1N | 2% | -1% | 9.7%[0.369 µM] | -3% | i | ? | -14% | -15% | i | i | -26%
CSc1nc(-c2ccccc2)ccc1C(N)=O | 0% | -2% | -1.8% | 1% | i | i | -24% | ? | i | ? | -11%
Cc1c(C(=O)N2CCCCC2)sc(N)c1C#N | 0% | -8% | -0.9% | -1% | . | . | 6% | 0% | . | . | -6%
Cc1cc(=O)oc2cc(OCC3CC(c4ccc(N(C)C)cc4)=NO3)ccc12 (stereo unspecified) | -3% | -13% | 3.9% | -6% | 1e-08M* | 1.1e-08M* | -18% | -7% | i | ? | -8%

# Assay outcomes: PubChem, National Center for Advancing Translational Sciences (NCATS)
